# Screens as filed in PubChem BioAssay.
# L929 necroptosis: L929 zVAD cell death inhibition; actives 0.38% (n = 220,000); L929 zVAD necroptosis rescue, ATP luminescence, 24 h; with zVAD 60 µM; viability rescue, % at 10 µM; AID 1377;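 active = activation, scaled between plate controls, above about 75%, limit read from the data; inactive = activation under that limit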;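 also: 0% = zVAD with DMSO and 100% = DMSO alone without zVAD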
# PGE2 EP2 inh: EP2 receptor (human) inhibition. P43116. inhibition, % at 25 µM. AID 1422. C6 glioma cells expressing human EP2, cAMP TR-FRET; cells stimulated with saturating PGE2. actives 0.52% (n = 260,000);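 active = percent inhibition above 40 after rounding to a whole number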;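 also: rat C6 glioma host cells with rolipram phosphodiesterase inhibitor present; the protocol text gives 20 µM as final concentration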
# TbHK1 inh: blocks Trypanosoma brucei hexokinase 1 activity; actives 0.11% (n = 220,000); recombinant TbHK1, G6PDH-coupled NADH A340; inhibition, % at 10 µM;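 active = inhibition of 50% or more in the single-dose primary screen; inactive = inhibition below 50%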
# EP2 modulator: modulators of human EP2 prostaglandin E2 receptor; induction, % at 25 µM; EP2-expressing cells, cAMP HTRF FRET, PGE2 co-stimulation; P43116; actives 0.83% (n = 260,000); AID 940;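 active = compounds whose cAMP rise, as percent of the full-agonist control response, exceeds 60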;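 also: rat C6 glioma line stably carrying human EP2 under a CMV promoter; the protocol text gives 20 µM as final concentration; 100% = response of wells given 1 µM PGE2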
# eIF4E-4G inh: blocks eIF4E binding to eIF4G. TR-FRET eIF4E-eIF4GI(517-606) binding, 2 h. inhibition, % at 21.7 µM. actives 0.37% (n = 220,000). AID 782;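 active = inhibition above about 30%, limit read from the data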;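 also: 0% = full FRET control wells and 100% = background wells lacking eIF4GI fragment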
# m-calpain inh: blocks pig calpain II enzyme activity; inhibition, % at 16 µM; actives 0.37% (n = 220,000); AID 1236; purified calpain II, fluorogenic peptide substrate, 30 min;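 active = inhibition above about 50%, limit read from the data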
# Rad51 HR inh: Rad51 (human) homologous recombination inhibition; actives 0.085% (n = 200,000); inhibition, % at 10 µM; hRad51 DNA strand exchange, fluorescence dequenching; Q06609;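 active = inhibition above 40% at the single screening dose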;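 also: 0% = DMSO control wells and 100% = blanks with heterologous ssDNA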
# Target sequence (Q06609 whole entry, looked up): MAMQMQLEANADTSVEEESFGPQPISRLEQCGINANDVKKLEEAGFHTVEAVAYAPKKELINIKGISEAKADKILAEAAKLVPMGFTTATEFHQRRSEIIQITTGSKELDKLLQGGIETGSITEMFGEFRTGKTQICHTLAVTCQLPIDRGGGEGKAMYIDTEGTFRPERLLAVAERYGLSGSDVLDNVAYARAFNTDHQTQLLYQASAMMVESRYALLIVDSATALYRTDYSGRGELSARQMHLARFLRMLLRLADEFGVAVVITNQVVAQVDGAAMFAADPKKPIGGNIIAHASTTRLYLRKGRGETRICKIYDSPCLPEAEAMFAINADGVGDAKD
#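 Test system – preformed human Rad51 ssDNA filaments · Reagent – Donor/quencher-labelled 47-bp dsDNA substrate · Incubation – 37 °C 15-min filament assembly, 30-min compound preincubation, 15-min exchange · Signal – FRET fluorescence dequenching, excitation 485 nm, emission 520 nm · Read-out – percent inhibition from fluorescence, normalised to plate control and blank means · Benchmarks – plate control and blank wells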
# 14-3-3 Bad inh: disrupts binding of bovine 14-3-3 zeta to phospho-Bad peptide. P63103. TR-FRET 14-3-3zeta/Dy647-pBad peptide displacement, 1 h. inhibition, % at 21.7 µM. actives 0.71% (n = 220,000);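 active = inhibition above about 70%, limit read from the data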;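 also: 0% = full 14-3-3 plus peptide FRET controls and 100% = background without 14-3-3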
# Hck-Nef inh: inhibitors of human Hck kinase activated by Nef; P08631; Recombinant Hck-YEEI plus Nef, Z-Lyte FRET kinase assay; inhibition, % at 20 µM; actives 0.68% (n = 220,000);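 active = Hck-Nef kinase inhibition above about 50%, limit read from the data; inactive = inhibition below that limit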;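 also: 0% = DMSO with Hck plus Nef and 100% = Hck alone without Nef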
# Target sequence (P08631 whole entry, looked up): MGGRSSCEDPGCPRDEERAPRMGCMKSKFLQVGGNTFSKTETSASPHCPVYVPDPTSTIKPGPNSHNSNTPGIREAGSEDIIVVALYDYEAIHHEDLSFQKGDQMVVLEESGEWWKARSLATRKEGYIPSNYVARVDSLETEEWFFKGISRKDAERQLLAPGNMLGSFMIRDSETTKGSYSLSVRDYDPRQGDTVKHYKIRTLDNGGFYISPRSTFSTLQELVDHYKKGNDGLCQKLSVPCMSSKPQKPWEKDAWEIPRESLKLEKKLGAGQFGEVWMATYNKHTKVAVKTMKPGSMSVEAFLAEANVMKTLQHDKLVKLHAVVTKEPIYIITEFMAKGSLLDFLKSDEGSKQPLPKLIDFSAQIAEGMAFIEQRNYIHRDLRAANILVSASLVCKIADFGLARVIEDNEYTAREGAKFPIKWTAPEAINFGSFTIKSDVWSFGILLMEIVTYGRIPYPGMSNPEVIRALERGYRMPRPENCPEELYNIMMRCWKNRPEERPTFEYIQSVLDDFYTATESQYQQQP
# * = called active by the depositor; · = not tested or not shown; & = joins results of further samples; [ ] = another dose, or the depositor's remark. A portion of the library (hit frequency here may not be typical).
no.	Molecule	L929 necroptosis	PGE2 EP2 inh	TbHK1 inh	EP2 modulator	eIF4E-4G inh
1	O=C(c1nc2ccccn2c1CN1CCCC(OCc2ccccc2)C1)N1CCCC1 (stereo not given)	-1.7	7	3	-21	-1
2	NCCNC(=O)Cc1cccc(NC(=O)Cc2ccc(Nc3ncnc4c3ncn4[C@@H]3O[C@H](CO)[C@@H](O)[C@H]3O)cc2)c1	0.1	18	0	-6	-22
3	Cc1ccccc1NC(=O)CSCCO	-0.9	5	-2	8	0
4	C/C(=C\c1ccccc1)C(=O)Nc1nc2ccc([N+](=O)[O-])cc2s1	1.1	7	3	-48	19
5	COC(=O)c1c(N)nc(C)n1-c1ccc(OC)cc1	0.6	4	4	-8	-6
6	O=C(Nc1nc(-c2ccc(F)c(F)c2)cs1)c1cc([N+](=O)[O-])ccc1N1CCOCC1	1.1	6	-2	-2	9
7	COc1ccc(/C=N/OCC(=O)NC(c2ccccc2)c2ccccc2)cc1OC	-0.4	4	-2	9	3
8	O=C1CS/C(=N\c2ccccn2)N1C1CCCCC1	1.6	7	29	34	-20[fluorescence artefact?]
9	Fc1ccc(/C=N/Nc2nnnn2-c2ccccc2)cc1	2.0	5	-4	-62	0
10	CCN(CC)c1ccc(NC(=O)CN2CCN(c3nc(C)cc(C)n3)CC2)cc1	43	10	2	14	7
11	O=C(CSc1nc2scc(-c3ccco3)c2c(=O)n1-c1ccccc1)N1CCOCC1	2.8	13	0	23	-2
12	C/C(=N\OCC(=O)Nn1c(=O)[nH]c2ccccc2c1=O)c1ccccc1	0.5	12	30	-16	2

no.	m-calpain inh	Rad51 HR inh	14-3-3 Bad inh	Hck-Nef inh
1	30	-10	9	36
2	-16	7	-5	30
3	-22	-8	-11	10
4	-1	8	-5	0
5	-11	4	-5[fluorescence artefact?]	2
6	-19	-5	-8	1
7	-16	12	-3	4
8	2	-10	-10[fluorescence artefact?]	-1
9	-11	1	-10	31
10	-14	-12	-16	10
11	3	5	-12	5
12	-6	3	-9	0

# Next entries:
no.	Molecule	L929 necroptosis	PGE2 EP2 inh	TbHK1 inh	EP2 modulator	eIF4E-4G inh
13	N#CCCCCn1c(-c2cncs2)nc2ccccc21	2.0	21	-4	2	2
14	C=CCN1C(=O)C2C(C(=O)NCc3ccccc3)C3(C)C=CC2(O3)C1C(=O)NC(C)(C)C (stereo not given)	-0.3	12&3	0	16&-17	-3
15	Cc1cc(C)cc(-n2nnnc2-c2cn(C)nc2C(F)(F)F)c1	-0.6	14	-2	12	-1[fluorescence artefact?]
16	COc1ccc(C(=O)Nn2cnnc2)cc1	1.3	9	3	16	-12
17	FC(F)(F)c1cccc(OCC2CNC(=S)O2)c1 (stereo not given)	-0.4	3	-2	18	-6
18	CCOC(=O)Cc1csc(/N=C/c2c(O)n(-c3ccccc3C(F)(F)F)c(=O)c3ccccc23)n1	-0.7	12	-6	18	4
19	Cc1cc(C)n(-c2nc3ccccc3nc2N2CCC(C)CC2)n1	0.0	6	-7	53	3
20	O=C(Cc1ccc(Cl)cc1)c1c[nH]c(C(=O)NCCCn2ccnc2)c1	5.6	-1	0	-12	5
21	Cc1cccc(C2c3[nH]c4ccccc4c3CCN2C(=O)CN2CCOC2=O)n1 (stereo not given)	1.8	8	1	4	1
22	O=C(/C=C/c1cnc2ccccc2n1)NC1CCCCCC1	2.9	8	-13	-56	16[fluorescence artefact?]
23	CCn1c(SCCC(C)C)nnc1-c1c[nH]c2ccccc12	81*	8	16	-4	-3
24	Cc1cccc(NC(=S)NCCc2c[nH]c3ccccc23)c1	0.3	1	5	-117	-3

no.	m-calpain inh	Rad51 HR inh	14-3-3 Bad inh	Hck-Nef inh
13	-2	5	-8	1
14	-4	6	-3	0
15	20	7	-11	0
16	-11	8	-9[fluorescence artefact?]	-2
17	13	·	0	9
18	-96	-14	4	-12
19	28	4	13	12
20	2	-6	-12	22
21	-41	6	-11	20
22	-5	-5	-9	4
23	14	-16	6	6
24	8	·	-11	-1

# Brought forward from above: three entries, then new ones.
no.	Molecule	L929 necroptosis	PGE2 EP2 inh	TbHK1 inh	EP2 modulator	eIF4E-4G inh
22	O=C(/C=C/c1cnc2ccccc2n1)NC1CCCCCC1	2.9	8	-13	-56	16[fluorescence artefact?]
23	CCn1c(SCCC(C)C)nnc1-c1c[nH]c2ccccc12	81*	8	16	-4	-3
24	Cc1cccc(NC(=S)NCCc2c[nH]c3ccccc23)c1	0.3	1	5	-117	-3
25	C=CCN(C)CCCNC(=O)/C=N/O	0.4	5	-5	20	6
26	CCOc1ccc(C(=O)CSCCC(=O)O)cc1	1.0	5	-3	20	-2
27	CCOC(=O)N1CCN(c2c(N3CCN(c4ccc(OC)cc4)CC3)c(=O)c2=O)CC1	1.8	11	-12	11	2
28	O=C1CC(NCCN2CCOCC2)C(=O)N1Cc1ccc(N2CCCC2=O)cc1 (stereo not given)	2.0	6	3	23	3
29	O=C(COc1cccc2ccccc12)N/N=C/c1ccccc1OCc1ccc(C(=O)O)cc1	1.0	7	-1	32	2
30	COc1ccc(NC(=O)C2CCN(S(=O)(=O)c3ccc(C)cc3)CC2)cc1OC	0.6	6	4	-2	0
31	CC1CC(=O)N(CC(=O)NCc2ccco2)c2ccccc2S1 (stereo not given)	-1.0	7	3	28	2[fluorescence artefact?]
32	O=S(=O)(c1ccccc1)N1CC=C(c2ccccc2)CC1	1.8	7	-1	-52	3
33	CC(=O)Nc1ccc(NC(=O)C(C)OC(=O)c2ccc(OCc3c(C)noc3C)cc2)cc1 (stereo not given)	-0.3	1	-11	2	6
34	CCOC(=O)c1sc(NC(=O)CSc2nc3c(c(=O)n2-c2ccccc2)SCC3)c(C(=O)OCC)c1C	·	12	-11	27	4
35	CCOC(=O)C=C(C(=O)OCC)C(=O)OCC	0.0	2	-14	-34	7
36	CCn1c(SCC(=O)Nc2ccc(C(C)=O)cc2)nc2nc3c(cc2c1=O)COC(C)(C)C3	0.5	9	-18	33	-1

no.	m-calpain inh	Rad51 HR inh	14-3-3 Bad inh	Hck-Nef inh
22	-5	-5	-9	4
23	14	-16	6	6
24	8	·	-11	-1
25	-6	-4	-2[fluorescence artefact?]	4
26	-11	12	16	-1
27	-2	-12	3	1
28	-38	-5	5	0
29	-19	11	-11	18
30	-3	-3	0	2
31	12	-4	-9	-7
32	12	2	3	19
33	-4	0	-12	3
34	-39	-2	-141[fluorescence artefact?]	9
35	19	·	-1	7
36	-14	·	-2	18

# Four neighbouring compounds already listed, for reference:
no.	Molecule	L929 necroptosis	PGE2 EP2 inh	TbHK1 inh	EP2 modulator	eIF4E-4G inh
25	C=CCN(C)CCCNC(=O)/C=N/O	0.4	5	-5	20	6
26	CCOc1ccc(C(=O)CSCCC(=O)O)cc1	1.0	5	-3	20	-2
27	CCOC(=O)N1CCN(c2c(N3CCN(c4ccc(OC)cc4)CC3)c(=O)c2=O)CC1	1.8	11	-12	11	2
28	O=C1CC(NCCN2CCOCC2)C(=O)N1Cc1ccc(N2CCCC2=O)cc1 (stereo not given)	2.0	6	3	23	3

no.	m-calpain inh	Rad51 HR inh	14-3-3 Bad inh	Hck-Nef inh
25	-6	-4	-2[fluorescence artefact?]	4
26	-11	12	16	-1
27	-2	-12	3	1
28	-38	-5	5	0

# (listing goes on)
no.	Molecule	L929 necroptosis	PGE2 EP2 inh	TbHK1 inh	EP2 modulator	eIF4E-4G inh
37	CC(=O)Nc1ccc(Nc2c3c4c(cccc4n(C)c2=O)C(=O)c2ccccc2-3)cc1	0.3	12	-3	19	1
38	CC(=O)Nc1ccc(S(=O)(=O)Nc2ccc(F)c([N+](=O)[O-])c2)cc1	15	12	0	0	0
39	O=C(c1ccccc1)c1ncc(C(F)(F)F)cc1Cl	-0.3	8	5	15	-1
40	O=c1cc[nH]c2ccc(OC(F)(F)F)cc12	2.1	13	-15	6	1
41	O=C(Nc1ccc(S(=O)(=O)N2CCOCC2)cc1)c1ccc2c(c1)OCO2	0.7	3	-4	-23	0
42	Cc1ccc(-n2c(=O)c3sccc3n(CC(=O)NCc3ccco3)c2=O)cc1F	-0.5	8	9	8	1
43	Cc1ccc(C2CC(C(F)(F)F)n3nc(C(=O)NCC4CCCO4)cc3N2)cc1 (stereo not given)	0.4	10	6	3	3
44	CCn1c(-c2cc(OC)ccc2OC)csc1=Nc1c(C)n(C)n(-c2ccccc2)c1=O	3.3	15	-12	7	3[fluorescence artefact?]
45	Cc1noc(C)c1CSc1nnc2ccc3ccccc3n12	0.5	7	-5	6	2[fluorescence artefact?]
46	Cc1cc(=O)oc2cc(NC(=O)CC3(CC(=O)O)CCCC3)ccc12	0.1	12	-40	1	1
47	COCCCNC(=S)NCCNc1nc2cc(C)c(C)cc2cc1C#N	1.0	9	-6	-60	-1
48	O=C(c1nsnc1-c1ccccc1O)N1CCCCC1	0.2	5	5	15	0

no.	m-calpain inh	Rad51 HR inh	14-3-3 Bad inh	Hck-Nef inh
37	-5	-183	-1	2
38	-28	4	-5	16
39	-13	3	3	-2
40	1	·	1	20
41	13	0	-4	-1
42	2	-7	-2[fluorescence artefact?]	-2
43	10	-7	-1	3
44	-5	5	20[fluorescence artefact?]	-3
45	-15	-17	-1	1
46	-306	-54	4	2
47	-117	8	-7	11
48	-4	-2	-2	14

# Quoted at random: 2 entries already listed.
no.	Molecule	L929 necroptosis	PGE2 EP2 inh	TbHK1 inh	EP2 modulator	eIF4E-4G inh
46	Cc1cc(=O)oc2cc(NC(=O)CC3(CC(=O)O)CCCC3)ccc12	0.1	12	-40	1	1
45	Cc1noc(C)c1CSc1nnc2ccc3ccccc3n12	0.5	7	-5	6	2[fluorescence artefact?]

no.	m-calpain inh	Rad51 HR inh	14-3-3 Bad inh	Hck-Nef inh
46	-306	-54	4	2
45	-15	-17	-1	1

# (further entries)
no.	Molecule	L929 necroptosis	PGE2 EP2 inh	TbHK1 inh	EP2 modulator	eIF4E-4G inh
49	CCOc1ccc(OCC)c(S(=O)(=O)NCc2cccnc2)c1	0.0	9	-3	21	-5
50	COc1ccc(NC(=O)C2CCCN(S(=O)(=O)c3cccc4nonc34)C2)c(OC)c1 (stereo not given)	·	8	1	2	0
51	CCCCCCSc1nnc2[nH]c(=O)cc(N)n12	-0.2	12	2	5	1
52	Cn1c(=O)oc2cc(S(=O)(=O)N3CCN(c4ccc(F)cc4)CC3)ccc21	0.0	14	-3	-19	0[fluorescence artefact?]
53	Cc1ccc(NC(=O)C[n+]2cc(-c3ccc(C)cc3)n3c2CCC3)cc1	0.3	10	5	-1	5
54	CCN(CC)C(=O)c1ccccc1NC(=O)c1ccccc1C	-0.1	4	3	32	-6
55	O=C(CC(Nc1ccc(Cl)cc1)C(=O)O)c1ccccc1 (stereo not given)	-1.2	11	-4	20	-3[fluorescence artefact?]
56	COc1ccc(OCc2nc(C#N)c(N3CCN(c4ccc(OC)cc4)CC3)o2)cc1	-0.1	10	2	-76	2
57	Cc1ccc(/C=N/n2c(COc3ccccc3)n[nH]c2=S)s1	0.1	5	-2	-4	-4
58	COc1ccc(C(=O)Nc2c(-c3cccs3)c(=O)c3ccccc3n2C)cc1	0.7	26	-27	-10	5
59	COc1ccc(CC(=O)c2ccc(O)cc2O)cc1OC	2.2	16	-62	-37	9

no.	m-calpain inh	Rad51 HR inh	14-3-3 Bad inh	Hck-Nef inh
49	15	1	-4[fluorescence artefact?]	1
50	21	·	-5[fluorescence artefact?]	-11
51	22	·	-4	2
52	-7	-20	0[fluorescence artefact?]	0
53	0	11	4	8
54	-4	-2	-8	-11
55	-11	-8	3	6
56	33	3	-12	22
57	-8	2	-4	2
58	18	5	-5	4
59	1	0	-2	1
